XIAP displacement: XIAP antagonists, biochemical, IAP family, fluorescence polarization (AID 1018) | E3 ubiquitin-protein ligase XIAP (Homo sapiens) | XIAP BIR domain, fluorescence polarization peptide displacement; higher % means a stronger effect | 200,000 tested, 0.007% active | displacement, % at 20 µM, or IC50 in µM where a hit was titrated; in the data active means displacement above about 50%; further: a part of the inactive calls stands beside numbers as strong as those of hits
Hep lipid drop: inhibitors of hepatocyte lipid droplet formation, primary screen, imaging, high-throughput imaging, BODIPY stain. inhibition, % at 6.5 µM. 240,000 tested, 0.4% active. AID 1656, 2009. AML12 mouse hepatocytes, oleate lipid droplets;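 active means lipid droplet intensity inhibited by at least 50%, with more than 500 cells counted; inconclusive means wells with under 300 cells, treated as cytotoxic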
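Material – mouse AML12 hepatocyte cell line, fixed after treatment · Compound dosing – one dose, 6.5 µM compound · Times – compound with oleate, overnight · Measured by – Image-based BODIPY and DAPI two-channel analysis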
Autophagy mod: autophagy modulators in MEF cells, primary screen, imaging, high-content, MEF GFP-LC3; calls only at 10 µM (by protocol); MEF GFP-LC3 puncta imaging; test concentration mostly 10 µM; 190,000 tested, 0.98% active; AID 463193, 2010;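 active means percentage of spot-positive cells more than 3 SD above its plate mean, without a fluorescence outlier flag or 80% toxicity; inconclusive means no clear call, values can overlap the other calls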;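 further: spot-positive cell cutoff set from DMSO-treated cells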
ER stress rescue: rescue of cells from ER stress-induced death, primary screen, 384-well, CSM14.1, thapsigargin, ATP luminescence (AID 1222) | CSM14.1 thapsigargin-induced death rescue, ATP luminescence; higher % means a stronger effect | cellular ATP content (survival), % at 20 µM; hits with a dose series show EC50 in µM | 190,000 tested, under 10 active;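 active means EC50 below 50 µM in the dose-response confirmation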;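 further: death triggered by thapsigargin at about 15 µM added after 2 h compound pretreatment; cell ATP read after overnight thapsigargin exposure of roughly 18 to 22 hours; normalized against plate controls of thapsigargin alone and 5% DMSO vehicle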
bCat nuc transl: modulators of beta-catenin nuclear translocation, primary screen, imaging, HeLa cells, immunofluorescence, high-content; AID 1665, 2009; 190,000 tested, 0.3% active; nuclear translocation activity, % at 5 µM;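 active means nuclear translocation activity above 50% at 5 µM, with a well cell count of 50 or more; inconclusive means wells under 50 cells across six images, flagged as toxic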;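 further: per-cell ratio of nuclear to cytoplasmic median beta-catenin stain intensity; plate controls were DMSO negative control for no effect and GSK-3 inhibitor IX positive control for full effect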
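Assay system: human HeLa cells, native beta-catenin; doses: 5 µM primary, 0.02–20 µM confirmation; incubation: compound treatment 24 h, 37°C, 5% CO2; technique: fluorescence imaging of beta-catenin antibody stain plus DAPI; measure: % activation, nuclear-to-cytoplasmic median beta-catenin signal ratio per cell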
Dynein transport: inhibitors of GR-EGFP nuclear translocation, primary screen, dynein cargo transport inhibitor project, imaging, high-content, 3617.4 mouse cells; test concentration mostly 20 µM; stimulated with dexamethasone, 1 µM; hits give low values; z-score, hits read low; 220,000 tested, 0.47% active;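 active means plate z-score of nuclear minus cytoplasmic receptor signal below a set negative limit, without overly bright fluorescence or cell loss, cut at about -3.5 in these data, passing the limit was not always enough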;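 further: z-score of nuclear minus cytoplasmic ring GR-EGFP intensity difference per well; some compounds called inactive have numbers as strong as hits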
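medium = tetracycline-free induction medium containing charcoal-stripped FBS | also added = 1.0 µM final dexamethasone stimulus | schedule = 48 h induction, 1 h compound, 30 min dex at 37 °C | technique = fixed, Hoechst-stained cells imaged at 10x for EGFP | measure = GR-EGFP nuclear translocation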
MT stabilize HCS: microtubule stabilizers in HeLa cells, primary screen, imaging, high-content imaging | HeLa tubulin immunostaining HCS, 24 h; share of cells brighter than vehicle mean+2SD | % tubulin-high responders, % at 10 µM | 200,000 tested, 0.83% active | AID 2205, 2009;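 active means plate Z-score above 3 for both tubulin-high and condensed-nucleus cell shares, with cell loss under 80%, at 10 µM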;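 further: anti alpha tubulin signal scored within the nucleus-defined area of each cell; some results filed as inactive read as strong as hits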
WT yeast gro inh: growth inhibition of WT strain, primary screen, mitochondrial fusion inhibitor project, WT and mutant strains, chemical genetic; mitochondrial fusion phenotypic screen; inhibition, % at 10 µM; 190,000 tested, 2.1% active; AID 1362, 2008; in the data active means inhibition above about 58%; tested in S. cerevisiae
Insulin prom up: insulin promoter activators in MIN6 cells, imaging, high-content screening, mouse beta cells | MIN6 insulin promoter-GFP reporter; hits give high values | z-score at 5 µM | 190,000 tested, 0.3% active;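 active means z-score above 3 at 5 µM with at least 500 cells counted in the well; inconclusive means wells under 500 cells, flagged as cytotoxic or low count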
WT yeast gro inh mutant strain: further read-out of WT yeast gro inh, marked with its call; inhibition, %; mitochondrial fusion phenotypic screen, mutant strain inhibition
Dynein transport cytoplasmic EGFP: further read-out of Dynein transport, marked with its call; z-score; measured here: cytoplasmic GR-EGFP intensity; hits give high values
Dynein transport nuclear GR-EGFP: second read-out of Dynein transport, no call of its own (marks repeat the call); z-score; measured here: nuclear GR-EGFP intensity;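 lower value marks the stronger effect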
Dynein transport cell count: further read-out of Dynein transport, marked with its call; z-score; measured here: cell count per field
Insulin prom up cell count: recorded beside Insulin prom up, whose call it bears; cell count; measured here: cytotoxicity, nuclei count;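 total cells summed across four imaged fields per well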
Hep lipid drop cells 6.5 µM: recorded beside Hep lipid drop, whose call it bears; cell count; measured here: cell count, cytotoxicity flag;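 cells counted across two imaged fields per well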
bCat nuc transl cell count 5 µM: recorded beside bCat nuc transl, whose call it bears; cell count; measured here: cell count, cytotoxicity flag
MT stabilize HCS Hoechst-high %: recorded beside MT stabilize HCS, whose call it bears; % Hoechst-high responders; measured here: nuclear condensation Hoechst responders;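 share of cells brighter than vehicle mean plus two SD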
MT stabilize HCS cytotoxicity %: further read-out of MT stabilize HCS, marked with its call; toxicity, %; measured here: cytotoxicity by cell density;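 0% = mean cell density of plate MIN control wells and 100% = no cells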
Autophagy mod cell loss 18 h: recorded beside Autophagy mod, whose call it bears; toxicity, %; measured here: cell loss, nuclei count;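 cell loss after 18 h compound exposure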
The depositor's hits bear a star; i = inactive; ? = inconclusive; · = not tested or not shown.

SMILES	XIAP displacement	Hep lipid drop	Hep lipid drop cells 6.5 µM	Autophagy mod	Autophagy mod cell loss 18 h	ER stress rescue	bCat nuc transl	bCat nuc transl cell count 5 µM	Dynein transport	Dynein transport cytoplasmic EGFP	Dynein transport nuclear GR-EGFP	Dynein transport cell count	MT stabilize HCS	MT stabilize HCS Hoechst-high %	MT stabilize HCS cytotoxicity %	WT yeast gro inh	WT yeast gro inh mutant strain	Insulin prom up	Insulin prom up cell count
O=C(NC1CCCCCCC1)C1CCC(CNc2c(N3CCCC3)c(=O)c2=O)CC1 (stereo not drawn)	-2.7%	0	639	i	-7	·	0.2	1126	-0.082	-0.26	0.17	1.7	5.2	2.0	7.8	14	1	·	·
C(=Nc1ccc(N2CCOCC2)cc1)c1c[nH]c2ccccc12	·	8	650	·	·	·	0.1	1400	-0.2	-0.28	-0.21	0.6	·	·	·	·	·	0.55	999
CN(C)S(=O)(=O)c1cccc(NC(=O)CSc2nnnn2-c2ccccc2)c1	·	21	713	·	·	·	-0.4	1295	0.0063	-0.21	0.1	0.66	·	·	·	·	·	0	1040
CCOc1ccc(C(=O)N(CN2CCCC2=O)c2ccccc2)cc1	-5.1%	·	·	i	-14	2.7%	-2.8	1350	-1	-0.27	-0.46	-0.1	3.9	2.2	5.8	-9	-18	1.4	1414
O=c1ccc(Cl)n[nH]1	·	-1	747	·	·	·	0.4	1343	-0.91	-0.19	0.11	0.58	·	·	·	·	·	0.1	980
CCCCNC(=O)COc1ccccc1[N+](=O)[O-]	-1.0%	20	717	i	8	0.1%	-1.9	559	0.0051	-0.26	-0.28	-0.055	2.9	3.2	8.6	14	-9	0.24	1361
COc1cc(OC)c(OC)cc1/C=N/NC(=O)CCc1c(C)n[nH]c1C	·	-12	688	·	·	·	0.2	1362	1	-0.28	0.087	0.35	·	·	·	·	·	0.08	1136
CC(=O)OC1CSc2nc3ccccc3n2C1 (stereo not drawn)	-5.0%	0	729	i	-1	-1.6%	3.9	477	-0.39	0.35	0.43	1.3	3.6	1.5	6.7	-7	2	·	·
Nc1nc(N)nc(-c2ccc(Oc3ccccc3)cc2)n1	-1.2%	-11	830	i	1	-0.1%	·	·	-0.49	0.17	-0.36	0.27	1.9	1.7	6.1	21	50	·	·
Cc1ccc(N2C(=O)C(O)(C(F)(F)F)C3=C2CC(C)(C)CC3=O)cc1C (stereo not drawn)	-5.5%	·	·	i	1	-1.6%	-1.3	1359	0.2	-0.17	0.051	-0.79	0.8	1.5	8.3	13	5	1.2	1456
CC(=O)Cn1nnc(-c2ccc(C(F)(F)F)cc2)n1	·	-5	743	·	·	·	0.0	1366	1.6	-0.23	0.54	-0.88	·	·	·	·	·	0.17	1479
Nc1[nH]nc2nc(NCc3ccccc3)c3c(c12)CCN(Cc1ccccc1)C3	-3.5%	·	·	i	3	-0.6%	-0.1	1172	2.5	0.19	2.5	-3.1	3.7	1.9	1.6	4	-6	0.3	1116
Cc1ccc(C)c(OCCn2cc(C(=O)O)c3ccccc32)c1	0.6%	2	726	i	-14	-0.7%	-2.2	1064	0.11	-0.24	-0.27	0.92	1.8	2.4	6.3	-21	2	0.14	1111
Cc1cccc(C)c1NC1=NC(=S)N(c2ccc(N(C)C)cc2)C1(C)C	-6.9%	·	·	i	-33	0.3%	0.0	1368	1.3	-0.014	0.99	0.064	3.2	1.3	9.4	-16	-4	0.35	1304
Oc1ccc(Br)cc1C=Nc1ccc(Cl)cc1	-0.5%	-7	716	i	-11	-0.2%	0.7	1101	0.33	-0.19	0.1	0.56	2.7	3.7	16	-27	-6	-0.24	1066
COc1ccc2nc(C)cc(SCC(=O)NNC(=O)COc3ccccc3)c2c1	-4.3%	·	·	i	-27	1.7%	·	·	-1.1	-0.39	-0.27	0.6	2.0	1.9	4.9	3	-9	·	·
COc1cccc(-n2c(SCC(=O)Nc3nc4ccccc4s3)nc3ccccc3c2=O)c1	·	-28	688	·	·	·	-0.2	1276	-0.067	-0.84	-0.19	-0.016	·	·	·	·	·	-0.27	955
CN(C(=O)COC(=O)c1ccc2c(=O)n3c(nc2c1)CCC3)c1ccccc1	-5.3%	-2	607	i	4	-5.9%	-0.6	583	0.21	-0.31	-0.14	0.26	3.7	3.1	4.2	-13	-17	0.8	1318
COC(=O)c1ccsc1NC(=O)c1ccccc1	-0.9%	-2	756	i	11	-1.6%	-0.3	1073	-0.63	0.17	-0.3	0.21	4.4	2.7	5.9	-50	-1	0.24	1213
CCOc1cc(CO)cc(Br)c1OCC(N)=O	-1.1%	6	705	i	-4	-0.9%	-0.6	1492	-0.36	-0.35	0.16	0.25	3.3	3.6	5.2	4	-11	-0.33	1270
Cc1ccsc1/C=N/n1c(=S)[nH]nc(C)c1=O	1.3%	0	627	i	2	-1.0%	-1.5	1006	0.23	-0.14	0.27	0.071	2.5	1.7	3.2	-7	-3	0.05	1450
O=C(O)c1cccc(C(=O)O)n1	-6.2%	·	·	i	-2	-1.2%	0.2	1000	-0.73	-0.34	-0.48	0.96	5.2	2.8	6.6	11	5	1.4	1201
NC(=S)N/N=C/c1coc2ccc(O)cc2c1=O	·	-2	621	·	·	·	0.0	1294	-0.66	-0.24	-0.32	0.18	·	·	·	·	·	0.23	1437
Cc1cc(=O)[nH]c2ccc(Cl)cc12	-9.0%	9	820	i	8	-3.0%	8.3	750	-0.8	-0.19	-0.19	0.76	1.6	0.6	17	-16	7	1	810
COCCn1c(SCC(=O)N2CCCCC2)nc2cccnc21	-2.1%	24	740	i	22	-0.3%	-0.6	1201	1.1	-0.17	0.55	-1.1	2.2	1.4	5.1	-12	-6	0.11	1218
N=c1c(S(=O)(=O)c2ccc(Cl)cc2)cc2c(=O)n3ccccc3nc2n1CCN1CCOCC1	-5.2%	-2	682	i	-11	·	·	·	0.048	-0.17	0.22	0.24	3.4	1.8	18	18	22	·	·
CC(C)(C)NC(=O)CSc1nnc(-c2ccncc2)o1	-4.4%	11	654	i	-2	-2.7%	-1.0	936	0.56	-0.3	-0.17	-0.37	2.3	3.3	6.8	-1	-7	-0.15	1294
CCCCNC(=S)N1CCN(c2ccccc2Cl)CC1	-3.8%	-14	668	i	-3	-14%	-1.3	1167	0.31	-0.22	0.38	-0.78	4.4	2.7	5.6	66*	46*	0.42	1338
CCCC/C(O)=C1\C(=O)CCCC1=NCCc1c(C)[nH]c2ccc(OC)cc12	·	8	710	·	·	·	0.0	1345	0.36	-0.28	0.74	-0.29	·	·	·	·	·	0.22	1093
CCOC(=O)c1c(C)nc2c(c1C)c(=O)oc1ccccc12	-3.6%	15	757	i	0	-0.7%	3.7	840	-1.9	-0.23	-0.89	-0.36	2.6	1.8	5.8	-4	-10	·	·
CCCc1c(C(=O)Nc2ccc(F)cc2C)cnn1-c1ccccc1	·	8	644	·	·	·	1.6	1234	0.36	-0.25	0.16	0.77	·	·	·	·	·	-0.68	1322
FC(F)(F)c1cc(N2CCN(Cc3ccccc3)CC2)c2ccccc2n1	·	6	621	·	·	·	-1.2	1337	0.37	-0.089	0.63	-0.92	·	·	·	·	·	1.8	1080
O=C(CSCc1ccccc1)N=Nc1c(O)[nH]c2ccccc12	-7.5%	-5	675	i	-8	-0.6%	-0.3	1108	-0.086	-0.19	0.0038	-0.4	2.3	2.4	8.4	10	6	-0.02	1478
Cc1ccc(S(=O)(=O)NC(CC(=O)n2nc(C)cc2C)c2ccccc2)cc1 (stereo not drawn)	-2.9%	-10	686	i	-2	0.7%	·	·	-1.1	-0.24	-0.44	0.41	1.7	1.3	6.8	18	-29	0.15	846
COc1ccc(C2CC(C(F)(F)F)n3nc(C(=O)NCc4c(C)nn(C)c4C)c(Cl)c3N2)cc1 (stereo not drawn)	-3.5%	-76	718	i	18	1.3%	-3.4	1145	-0.53	0.023	-0.029	0.6	3.3	2.4	9.1	24	5	?	·
O=C(NCc1ccncc1)c1c(F)c(F)c(F)c(F)c1F	-8.0%	4	739	i	4	-1.0%	·	·	0.079	-0.27	0.39	0.023	2.5	0.5	45	-2	25	0.34	1261
CCN(CC)CCN=CC1=C(O)CNC1=O	2.2%	·	·	i	2	-1.1%	0.2	985	0.87	0.18	0.83	-0.11	6.2	2.8	5.9	·	·	0.86	1555
COC(=O)c1ccc(CSc2nnc3c(Cl)cc(Cl)cn23)o1	-2.8%	·	·	i	-5	0.6%	-4.6	1046	-0.42	-0.19	-0.21	0.88	1.2	1.3	11	26	-1	-0.19	1318
CNC(=O)c1cccc2cccc(Sc3ccccc3C(=O)O)c12	·	-5	738	·	·	·	-2.7	1102	-0.67	-0.22	-0.37	0.52	·	·	·	·	·	0.9	1372
N#C/C(=C\c1ccc(-c2ccccc2Cl)o1)C(=O)Nc1nc2ccccc2s1	-1.8%	-34	587	i	12	-0.6%	-1.4	850	-0.83	0.75	-0.59	0.28	2.4	1.4	3.0	1	-6	0.12	1382

Source: PubChem BioAssay (several laboratories)
